Compound activity from PubChem.
B2AR arrestin ag = agonists recruiting beta-arrestin to human beta2-adrenergic receptor; P07550; HTLA Tango cells, beta-arrestin recruitment, luciferase luminescence, 18 h; Potency, µM (series often up to 46.1 µM), without a hit: at the highest dose activation, hits mostly activators; 44,000 tested, under 10 active;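 further: potency means the concentration at half of the fitted maximal effect; 0% = DMSO and full agonism = EC100 isoproterenol or metaproterenol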
Target sequence (P07550 whole entry, looked up): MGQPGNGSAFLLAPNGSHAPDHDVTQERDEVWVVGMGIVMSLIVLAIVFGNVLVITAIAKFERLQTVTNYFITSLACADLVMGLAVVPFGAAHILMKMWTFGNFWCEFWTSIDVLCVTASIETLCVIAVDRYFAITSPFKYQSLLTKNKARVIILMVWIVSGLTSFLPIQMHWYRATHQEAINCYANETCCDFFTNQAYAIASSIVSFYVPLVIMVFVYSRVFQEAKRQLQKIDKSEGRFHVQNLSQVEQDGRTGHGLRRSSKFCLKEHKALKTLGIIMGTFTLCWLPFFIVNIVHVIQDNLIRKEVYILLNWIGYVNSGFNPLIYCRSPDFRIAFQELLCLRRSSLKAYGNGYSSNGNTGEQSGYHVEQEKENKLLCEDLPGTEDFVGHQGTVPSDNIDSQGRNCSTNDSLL
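Ligand-induced beta-arrestin recruitment to recombinant beta2-AR is measured via a tTA-driven luciferase reporter in Tango cells after 18 hr compound exposure at 37 degrees C. Concentrations span up to 46 microM.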
GALK inhibitor = GALK (human) enzyme inhibition. Potency, µM (highest dose often 57.5 µM), inactives show at the highest dose activity, negative = inhibition, actives largely listed as inhibitors. recombinant GALK, Kinase-Glo ATP luminescence, 1 h. 44,000 tested, under 10 active. P51570;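 further: plate controls were full GALK reaction for no effect and reaction lacking GALK for full effect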
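Reactions with and without enzyme served as controls. GALK at 5 nM phosphorylates 100 uM galactose using 35 uM ATP (HEPES pH 8.0, Mg2+) for 1 h at RT, with luminescence read 10 min after adding Kinase-Glo Plus.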
TSG101-PTAP inh = inhibitors of HIV-1 PTAP binding to human TSG101, validation; Fluorescence polarization, FITC-PTAP peptide/Tsg101, 20 min; Potency, µM (titrated, usually from 115 µM), inactives show at the highest dose activity change, negative = inhibition, actives largely listed as inhibitors; Q99816; 44,000 tested, under 10 active; further: potency means the concentration at half of the fitted maximal effect; 0% is about no effect
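Fluorescence polarization binding of Tsg101 binding domain (10 uM final) to FITC-labeled PTAP-motif peptide (50 nM final) in HEPES pH 7.5/NaCl/Tween 20/EDTA/TCEP buffer; 20 min at r.t. Actives by curve class, <25 µM, efficacy <60% inhibition.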
FH mod = Identification of activators of human fumarate hydratase by quantitative high-throughput screening; Fumarate hydratase, mitochondrial (Homo sapiens), P07954; FH coupled MDH/diaphorase resazurin fluorescence, 15 min; Potency, µM (highest dose often 79.9 µM), inactives show at the highest dose activity change, negative = inhibition, usual class: inhibitors; hit rate 0.22% among 54,000; further: potency means the concentration at half of the fitted maximal effect; on the % scale 0 is the no-effect control and ±100 the full control effect; the screen sought activators but most active calls are inhibition curves; nearly all actives have a fitted effect of over 45% in size
Target sequence (P07954 whole entry, looked up): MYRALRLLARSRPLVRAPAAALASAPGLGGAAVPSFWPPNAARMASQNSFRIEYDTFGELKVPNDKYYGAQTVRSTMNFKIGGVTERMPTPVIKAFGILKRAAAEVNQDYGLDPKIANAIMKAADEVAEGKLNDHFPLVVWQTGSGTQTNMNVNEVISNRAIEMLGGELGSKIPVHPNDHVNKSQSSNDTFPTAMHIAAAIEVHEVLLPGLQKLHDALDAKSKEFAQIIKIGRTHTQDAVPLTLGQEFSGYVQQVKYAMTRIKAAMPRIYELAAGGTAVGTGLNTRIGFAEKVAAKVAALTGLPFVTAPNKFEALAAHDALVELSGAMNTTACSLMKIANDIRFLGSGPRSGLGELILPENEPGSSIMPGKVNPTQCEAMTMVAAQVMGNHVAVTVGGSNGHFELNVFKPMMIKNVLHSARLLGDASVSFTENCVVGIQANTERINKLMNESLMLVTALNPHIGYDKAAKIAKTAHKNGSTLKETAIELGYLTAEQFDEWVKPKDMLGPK
p53null 32C tox = selectivity test: cytotoxicity in p53 null cells, permissive temperature | H1299-neo p53 null cells, ATP luminescence, 24 h, 32C | Potency, µM (titrated, usually from 46.1 µM), inactives show at the top dose activity change, negative = cytotoxicity, hits mostly cytotoxic | hit rate 0.62% among 55,000 | AID 903;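 further: potency means the concentration at half of the fitted maximal effect; 0% = DMSO only and -100% = full killing by 100 µM tamoxifen; nearly all actives have a fitted effect of over 55% in size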
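H1299-neo (p53 null) cells, 600/well, treated 24 h at 32C with compound up to 46 uM; ATPlite luminescence viability, normalized to DMSO and 100 uM tamoxifen; AC50 by Hill fit.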
p53null 39C tox = selectivity test: cytotoxicity in p53 null cells, nonpermissive temperature; Potency, µM (top dose mostly 46.1 µM), without a hit: top-dose activity, negative = cell killing, actives largely listed as cytotoxic; H1299 p53-null (neo) cells, 39C, ATPlite viability, 24 h; hit rate 0.97% among 55,000; AID 904;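 further: potency means the concentration at half of the fitted maximal effect; 0% = DMSO only and -100% = full killing by 100 µM tamoxifen; nearly all actives have a fitted effect of over 50% in size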
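Luminescent ATP signal reported cell survival after H1299 lines (neo, p53 null; or p53 A138V) received up to 46 uM compound and 24 hr incubation at 39C.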
NTMT1 inhibitor = inhibitors of human N-terminal methyltransferase NTMT1. Q9BV86. NTMT1 MTase-Glo SAH luminescence, purified enzyme. Potency, µM (series often up to 114 µM), for the others: at the top dose activity change, negative = inhibition, most hits filed as inhibitors. hit rate 2.5% among 59,000;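 further: potency means the concentration at half of the fitted maximal effect; plate controls were DMSO vehicle for no effect and no enzyme for full effect; nearly all actives have a fitted effect of over 65% in size; many of its hits are not listed in these tables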
Active calls of the source: *; u = inconclusive; & = joins results of further samples; [ ] = dose if it differs, or a comment. The call rests on the fitted dose curve; in most records, active means well fitted curve in the direction sought with a large enough effect; inconclusive means small, poorly fitted or top-dose-only effect, or another doubt; inactive means no such curve, though single readings can be large; an effect the other way counts as inactive or inconclusive.

The opening 2 compounds (preview)
SMILES | B2AR arrestin ag | GALK inhibitor | TSG101-PTAP inh | FH mod | p53null 32C tox | p53null 39C tox | NTMT1 inhibitor
Cc1cc(OCC(=O)NC(Cc2c[nH]c3ccccc23)C(=O)O)ccc1Cl (configuration not stated) | 0% | -2% | -5% | 25% | -3% | 3% | -8%
CCN(CC)CCNC(=O)c1nn(-c2ccc(OC)c(Cl)c2)c(=O)c2c1c1ccccc1n2C | -1% | 7% | -6% | 0% | 5% | 2% | -15%

Main list, from the first entry:
SMILES | B2AR arrestin ag | GALK inhibitor | TSG101-PTAP inh | FH mod | p53null 32C tox | p53null 39C tox | NTMT1 inhibitor
Cc1cc(OCC(=O)NC(Cc2c[nH]c3ccccc23)C(=O)O)ccc1Cl (configuration not stated) | 0% | -2% | -5% | 25% | -3% | 3% | -8%
CCN(CC)CCNC(=O)c1nn(-c2ccc(OC)c(Cl)c2)c(=O)c2c1c1ccccc1n2C | -1% | 7% | -6% | 0% | 5% | 2% | -15%
COc1cc(C(=O)Nc2ccc(NC(=O)c3ccc(C(C)(C)C)cc3)cc2)cc(OC)c1OC | 1% | 1% | 0% | 0% | -1% | -4% | -11%
COc1ccc(N(CC(=O)Nc2cc(OC)cc(OC)c2)S(=O)(=O)c2c(C)noc2C)cc1 | 0% | -3% | -4% | -23% | 18% | 7% | 7%
CCc1ccc(NC(=O)CCCc2nnc3n(CC(C)C)c(=O)c4sccc4n23)cc1 | 0% | 1% | -4% | -3% | 0% | 2% | -2%
Cc1nnc(SCc2nc(-c3ccc(Cl)cc3)no2)n1-c1ccc(F)cc1 | 0% | 0% | -6% | -5% | 2% | 5% | -3%
COc1ccc(C2CC(=O)N(CC(=O)Nc3ccc(C)c(Cl)c3)c3ccccc3S2)cc1OC (configuration not stated) | 0% | -1% | -1% | -22% | 18% | 6% | 3%
CC(=O)c1cccc(NC(=O)CSc2nnc3ccc(-c4ccc(C)cc4)nn23)c1 | -4% | 0% | -6% | 0% | 9% | 16% | -19%
COc1ccc(C)cc1NC(=O)CSc1nc(=O)[nH]c2c1CCCC2 | 7% | -1% | -2% | -25% | -7% | 8% | -5%
CCn1cc(C(=O)NCCc2ccc(Cl)cc2)c(=O)c2cc(S(=O)(=O)N(C)C3CCCCC3)ccc21 | 0% | 0% | -1% | -19% | 13% | 9% | 2%
COc1cccc(C(=O)Nc2cccc(OCc3cc(=O)n4cccc(C)c4n3)c2)c1 | 0% | 0% | 2% | -2% | -12% | -8% | -11%
O=C(Cn1c(-c2cccs2)cc2cc(F)ccc21)N1CCN(c2ccccc2)CC1 | 0% | 3% | 2% | -12% | -13% | -11% | 0%
CN(C)c1ccc(NC(=O)Cn2c(SCc3ccc(F)cc3)nc3ccncc32)cc1 | -3% | 2% | 2% | 0% | -20% | -30% | u
O=S(=O)(NCc1nc2cccnc2n1Cc1ccc(F)cc1)c1ccc(Cl)s1 | 0% | 2% | -4% | 10% | -2% | 5% | 12%
CCc1ccc(CNc2ccc3c(c2)ncn3C(C)(C)C)cc1 | -1% | -4% | -4% | u | 1% | -9% | -16%
COc1ccc(N2CCN(CCCNC(=O)c3sc4ncccc4c3-n3cccc3)CC2)cc1 | -1% | 1% | -4% | -7% | 4% | -18% | -16%
CCOc1ccc(NC(=O)CN2CCN(CC(=O)Nc3ccc(OC)cc3)CC2)cc1 | 0% | -5% | -14% | -29% | -4%&7% | -26%&18% | 1%
COC(=O)c1cnn(-c2ccc(C(=O)Nc3cc(OC)c(OC)c(OC)c3)cc2)c1N | -3% | 0% | -3% | 16% | 5% | 18% | -13%
NCc1nc2cccnc2n1Cc1ccccc1Cl | 1% | 9% | 2% | u | 5% | 7% | 10%
CC(C)Oc1ccc(CNC(=O)Cn2nc(N3CCN(c4ccccc4)CC3)ccc2=O)cc1 | 0% | -3% | 2% | -4% | -6% | -6% | 89µM*
COc1cc(C2CC(=O)Oc3c2c(=O)[nH]c2ccccc32)cc(OC)c1OC (configuration not stated) | 0% | 6% | -5% | -24% | 4% | -4% | -1%
CCN1CCN(C(c2ccccc2Cl)c2sc3nc(-c4ccco4)nn3c2O)CC1 (configuration not stated) | -3% | 0% | 5% | -5% | 6% | 3% | 8%
COc1ccc(-c2nc3sc(CCNC(=O)c4ccc(C(C)(C)C)cc4)c(C)n3n2)cc1 | -2% | 0% | -1% | u | -5% | 11% | -1%
O=C(c1ccc(Cl)cc1)N(Cc1ccco1)Cc1ccco1 | 1% | -1% | -2% | 0% | 1% | -12% | -3%
Cc1nc2nc(CNC(=O)c3cccc(F)c3)nn2c(C)c1CCC(=O)Nc1ccc(F)cc1 | -4% | 7% | -3% | 3% | 4% | -1% | -11%
O=C(NCc1ccc(Cl)cc1)NC1COc2ccccc2C1 (configuration not stated) | 0% | 0% | 0% | -4% | -10% | -2% | 19%
COc1ccc(NC(=O)C(NS(=O)(=O)c2cccc3nsnc23)C(C)C)cc1 (configuration not stated) | 1% | 0% | -1% | -2% | -6% | 6% | 21%
COc1ccc(NC(=O)CSc2nc3ccccc3c(=O)n2CCC(=O)NC2CCCCC2)c(OC)c1 | -1% | 3% | 0% | 2% | -5% | 23% | 20%
COc1ccccc1CNC(=O)c1ccc2c(c1)N(Cc1cc(C)ccc1C)C(=O)c1ccccc1S2 | u | 0% | -2% | -8% | 4% | -6% | 9%
CC(C)(C)c1ccc2c(c1)N(CC(=O)NCCCN1CCN(c3ccccc3F)CC1)C(=O)CO2 | -1% | -6% | -6% | -4% | 1% | u | -1%
COc1cc(NC(=O)CN2c3ccccc3S(=O)(=O)c3ccccc32)cc(OC)c1 | 1% | 1% | -1% | -22% | 2% | 8% | 5%
COc1ccc(NC(=O)CSc2oc(-c3cccs3)nc2S(=O)(=O)c2ccccc2)c(OC)c1 | -2% | -4% | 1% | u | 4% | -8% | u
COc1cccc(NS(=O)(=O)c2ccc3c(c2)CCCN3C(=O)C2CCC2)c1 | 0% | -5% | 3% | -25% | 1% | 11% | 0%
Cc1cccc(CNC(=O)c2oc3c(c2C)-c2nn(Cc4ccccc4Cl)cc2CC3)c1 | 0% | 0% | 4% | -16% | -5% | -8% | -2%
COc1ccc(C(=O)c2cn(Cc3ccccc3F)c3cc4c(cc3c2=O)OCO4)cc1 | -1% | -2% | 2% | -11% | 0% | -7% | -22%
Cc1nnc(NC(=O)CSc2nnc3c(n2)[nH]c2ccccc23)s1 | 0% | 1% | -1% | 4% | 8% | 7% | u
Cc1nn(C(=O)c2cccc(Cl)c2)c(C)c1S(=O)(=O)N1CCOCC1 | -1% | 3% | -1% | -22% | -1% | -3% | -4%
Cc1ccc(-c2onc(C)c2C)cc1S(=O)(=O)Nc1ccc(Cl)cn1 | 0% | 0% | -10% | -19% | -6% | -18% | 5%
Cc1ccc(-n2c(=O)c3c(C)c(C(=O)N(C)C)sc3n(CC(=O)N(C)c3ccccc3)c2=O)cc1C | -2% | -1% | -5% | 13% | 0% | 20% | -1%
CCN(c1ccccc1)S(=O)(=O)c1cc(C(=O)Nc2ccc(Br)cc2)ccc1F | 0% | 0% | -3% | -21% | 57%[activator] | 15% | -5%
Cc1ccc(CN2CCN(C3CCNCC3)C(=O)C2=O)cc1 | -1% | 0% | -2% | -22% | -3% | 1% | u
Cc1oc(-c2cccc(Cl)c2)nc1CN1CCC(C(=O)NC(C)c2ccccc2)CC1 (configuration not stated) | 1% | 6% | 2% | -12% | -6% | -28% | -1%
CC(C)CC(=O)Nc1ccccc1OCc1cc(=O)n2ccccc2n1 | 0% | 0% | -1% | -2% | -8% | -9% | 11%
COC(=O)c1cc2sc(C)cc2n1Cc1cccc(OC)c1 | 0% | -2% | 4% | -18% | 31%[activator] | 5% | 1%
O=C(NC1CCCC1)c1ccc(CSc2nc3cccnc3n2Cc2cccc(F)c2)cc1 | 2% | 5% | -4% | -17% | 9% | -15% | 10%

Nothing new here: an excerpt of the list.
SMILES | B2AR arrestin ag | GALK inhibitor | TSG101-PTAP inh | FH mod | p53null 32C tox | p53null 39C tox | NTMT1 inhibitor
COC(=O)c1cc2sc(C)cc2n1Cc1cccc(OC)c1 | 0% | -2% | 4% | -18% | 31%[activator] | 5% | 1%
O=C(NC1CCCC1)c1ccc(CSc2nc3cccnc3n2Cc2cccc(F)c2)cc1 | 2% | 5% | -4% | -17% | 9% | -15% | 10%

(continued)
SMILES | B2AR arrestin ag | GALK inhibitor | TSG101-PTAP inh | FH mod | p53null 32C tox | p53null 39C tox | NTMT1 inhibitor
Cc1ccccc1NC(=O)c1sc2nc3c(cc2c1N)CCCC3 | 0% | 1% | 2% | -1% | 5% | 4% | 13%
Cc1nc2c(C(=O)O)cnn2c(C)c1Cc1ccccc1 | -1% | -4% | -6% | -12% | -5% | -12% | 18%
COc1cc(OC)c(NC(=O)Cn2cnc3sc(C)c(S(=O)(=O)N4CCC(C)CC4)c3c2=O)cc1Cl | -2% | 3% | -2% | -24% | 9% | 0% | 2%
COc1ccc(NC(=O)Cn2nnc(C(=O)Nc3ccc(F)c(Cl)c3)c2N)cc1OC | 0% | 1% | -7% | -2% | 11% | -4% | 9%
Cc1ccc(Cl)cc1NC(=O)CCCn1c(=O)c2cccn2c2cccnc21 | 0% | 4% | 2% | 0% | 1% | 3% | -14%
COC(=O)c1cc(NC(=O)CCc2c(C)nc3c(c(C)nn3C(C)(C)C)c2C)cc(C(=O)OC)c1 | -1% | 0% | -2% | -27% | -3% | -6% | u
O=C(Nc1ccccc1C(F)(F)F)c1cc2nc(-c3ccccc3)cc(-c3ccccc3)n2n1 | 0% | -1% | 3% | -5% | 5% | 31%[activator] | 16%
Cc1ccc(NC(=O)Cn2c(=O)oc3cc(S(=O)(=O)N4CCCC4)ccc32)cc1F | -3% | 6% | 1% | -6% | -8% | -18% | -1%
Cc1ccc(-n2c(SCC(=O)NCc3ccccc3)nc3n[nH]c(C)c3c2=N)cc1Cl | 3% | -2% | 4% | -2% | 0% | 29% | 10%
CCN(C(=O)CCc1nc(-c2ccc(C)cc2)no1)c1cccc(C(F)(F)F)c1 | 1% | -6% | -1% | u | 6% | 3% | 23%
O=C(Nc1cc(Cl)ccc1Cl)c1cc(S(=O)(=O)N2CCCc3ccccc32)ccc1F | 0% | -3% | 1% | -17% | -2% | 8% | -2%
CC(=O)N1CCCc2cc(S(=O)(=O)N(C)CC(=O)Nc3ccc(C)cc3C)ccc21 | 0% | 1% | -5% | 4% | 5% | 3% | 8%
CCOC(=O)N1CCc2c(sc3c2c(=O)n(Cc2ccccc2)c(=O)n3CC(=O)Nc2cccc(CC)c2)C1 | 1% | -11% | -1% | -18% | 6% | -3% | 3%
Cc1nc2c(C(=O)NCCc3ccc(Cl)cc3)cnn2c(C)c1Cc1ccc(F)cc1 | 0% | 2% | 1% | u | 49%[activator] | 27% | -3%
CCN(CC)C(=O)C1CCCN(c2ncnc3c2nc2n3CCCCC2)C1 (configuration not stated) | 0% | 0% | -2% | -14% | -3% | -7% | -13%

An excerpt. The share of hits here may be higher or lower than overall.
